Screening results deposited in PubChem BioAssay by NCI.
rad50: NCI yeast anticancer drug screen, S. cerevisiae rad50 strain | growth inhibition, % at 50 µM | hit rate 10% among 79,000;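 also: 0% = growth of vehicle-only cultures of the same strain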
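Vehicle-treated cultures provide the reference for the growth inhibition reported for compound-exposed, repair-deficient yeast.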
cln2 rad14: NCI yeast anticancer drug screen, S. cerevisiae cln2 rad14 strain; growth inhibition, % at 50 µM; hit rate 8.3% among 78,000; AID 165;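 also: 0% = growth of vehicle-only cultures of the same strain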
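Relative to vehicle controls, growth inhibition of compound-treated cln2 rad14 yeast was recorded.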
bub3: NCI yeast anticancer drug screen, S. cerevisiae bub3 mutant strain. hit rate 9.9% among 78,000. % growth inhibition at 50 µM;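 also: 0% = growth of vehicle-only cultures of the same strain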
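Yeast carrying a defined mutation is treated with each compound, and growth is compared with that of vehicle-exposed cells to give inhibition.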
sgs1 mgt1: NCI yeast anticancer drug screen, S. cerevisiae sgs1 mgt1 strain; growth inhibition, % at 50 µM; AID 161; hit rate 10% among 78,000;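 also: 0% = growth of vehicle-only cultures of the same strain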
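Test agents were incubated with a DNA-repair-mutant yeast strain. Growth was then read and compared against vehicle-treated controls.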
mec2-1: NCI yeast anticancer drug screen, S. cerevisiae mec2-1 strain; growth inhibition, % at 50 µM; hit rate 9% among 79,000;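 also: 0% = growth of vehicle-only cultures of the same strain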
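Strain: mec2-1 (DNA repair/cell cycle alteration). Compound exposure, then growth measured; inhibition expressed relative to vehicle.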
mlh1 rad18: NCI yeast anticancer drug screen, S. cerevisiae mlh1 rad18 strain; % growth inhibition at 50 µM; hit rate 11% among 79,000;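 also: 0% = growth of vehicle-only cultures of the same strain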
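A repair-deficient yeast strain is exposed to test compound, and growth is scored relative to vehicle-treated controls.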
* = called active by the depositor; . = no result given. Rule as the data show it: active = growth inhibition above about 70%; inactive = the rest.

SMILES	rad50	cln2 rad14	bub3	sgs1 mgt1	mec2-1	mlh1 rad18
CCOC(=O)c1ccc(NC(=S)N2CCOCC2)cc1	13	9	3	15	7	-3
O=C(O)C1CCCCN1C(=O)c1ccccc1 (stereo not given)	-27	0	-21	-12	-8	-16
CN(C)CCNC(=O)c1ccc2nc3c(nc2c1)C(=O)c1ccccc1-3	-9	37	4	31	-3	16
CC(C)C(=O)/C=C/c1ccc(Br)cc1	30	3	-15	1	-5	25
O=[N+]([O-])c1cc(Cl)ccc1NC(Nc1ccc(Cl)cc1[N+](=O)[O-])C(Cl)(Cl)Cl	44	-32	4	28	10	36
Cc1ccc(-c2nc(-c3nccc4ccccc34)oc2-c2ccccc2)cc1	-6	-28	-30	-45	0	5
CC1OS(=O)(=O)CS(=O)(=O)OC1C (stereo not given)	-50	-61	5	-13	-25	-6
O=c1cc(-c2ccc(F)cc2)oc2ccccc12	40	1	14	-9	-7	30
C/C(=C/c1nc2ccccc2s1)C(C)C	2	.	.	.	-25	-5
CS(=O)(=O)OCC(Cc1ccccc1)N1C(=O)c2ccccc2C1=O (stereo not given)	1	12	27	18	4	34
Cc1ccc2c(NCCCN(C)C)c3c(C)nn(C)c3nc2c1	-7	-8	3	4	-21	-46
COC(=O)Nc1cccc(OC(=O)Nc2cccc(Cl)c2)c1	10	-3	31	27	25	1
Cc1ccc(C(=O)NC(N)=O)cc1	12	-51	-13	-18	-6	-19
CCOC(=O)CCCCC(=O)CC	6	-28	-19	-4	-1	11
OCc1ccc(F)cc1	-6	3	-11	-8	-15	3
CC1=NC2=NC(CCCC(=O)OCc3ccc(Cl)c(Cl)c3)=NC3=CC=CC(=N1)N32	61	41	8	68	31	63
c1ccc(C2=Nc3ccccc3NC2c2ccccc2)cc1 (stereo not given)	28	17	4	5	11	23
CC12CC3CC/C(=N\O)C(C1)C3(N1CCOCC1)C/C2=N/O (stereo not given)	-22	0	-15	-10	-17	9
CCN1CCCC(Nc2nc(Nc3cc(Cl)cc(Cl)c3)nc3ccc(Cl)cc23)C1 (stereo not given)	97*	96*	97*	98*	97*	96*
CC(=O)N(c1nc2ccccc2s1)N1C(=O)c2ccccc2C1=O	-19	-2	-40	-18	-33	-20
CCCCCCCCCCCCCCCCCCC	-39	5	-30	-9	-48	-32
COc1ccc(C(=N)c2ccccc2C)cc1	8	2	8	6	-9	-8
O=C(COCC(=O)N/N=C/c1ccccc1Cl)N/N=C\c1ccccc1Cl	-6	-3	-2	-4	1	16
O=C(O)C1CCCCN1O (stereo not given)	-8	6	11	-16	-2	-6
CCOC(=O)C(=CC(CC)CC)C(=O)OCC	9	-4	-16	-10	-18	-1
COc1ccc(S(=O)(=O)Oc2ccc(Cl)cc2)cc1	-2	-234	42	18	12	9
O=C1OCCC1n1cc(F)c(=O)[nH]c1=O (stereo not given)	3	-39	-20	-3	-5	-2
COc1cc(/C=C2\N=C(C)OC2=O)ccc1O	-3	-65	3	6	-6	2
CC(C)CCCOC(=O)c1ccccc1	3	-3	22	-2	-6	-1
CCCCCCCCCCCCCCCCCCN1CN(CO)C(=O)N(CO)C1	-2	-10	-5	-4	9	21
O=C(O)[C@@H]1CSC(C(O)C(O)C(O)CO)N1 (stereo not given in full)	3	31	-20	-10	-10	2
N#CC(C#N)=Cn1c(=S)[nH]c2ccccc21	-19	8	-5	-5	-25	-17
CC1C(c2ccccc2O)c2cc3c(cc2OC1N1CCOCC1)OCO3 (stereo not given)	-25	-6	-18	7	-14	-29
O=c1oc2ccc(Cl)cc2c(=O)n1-c1cc(Cl)ccc1[N+](=O)[O-]	-5	-12	0	-7	-21	22
O=C(CCC1CCCCC1)OCCOc1ccccc1	4	-16	-4	11	-12	1
NC(=O)N/N=C1\CCCCC12CCCC2	1	-11	-8	-3	-7	0
Cc1cccnc1Br	-25	-30	-6	-5	-10	-26
c1ccc2c(-c3nccc4ccccc34)nccc2c1	2	23	6	-2	-14	-7
COC(=O)/C(=N\N)C(C(=O)C(=O)Nc1cccc([N+](=O)[O-])c1)c1nc2ccc(C(=O)c3ccccc3)cc2[nH]c1=O (stereo not given)	-10	-42	-18	-19	-30	11
O=C(Nc1ccc(C(=O)CCl)cc1)Nc1ccc(C(=O)CCl)cc1	9	0	13	20	14	15

Another view of some results above.
structure | rad50 | cln2 rad14 | bub3 | sgs1 mgt1 | mec2-1 | mlh1 rad18
O=C(CCC1CCCCC1)OCCOc1ccccc1 | 4 | -16 | -4 | 11 | -12 | 1
NC(=O)N/N=C1\CCCCC12CCCC2 | 1 | -11 | -8 | -3 | -7 | 0
Cc1cccnc1Br | -25 | -30 | -6 | -5 | -10 | -26

Next compounds:
SMILES	rad50	cln2 rad14	bub3	sgs1 mgt1	mec2-1	mlh1 rad18
Cc1cc(NS(=O)(=O)c2ccc(Nc3ccnc4cc(Cl)ccc34)cc2)no1	33	27	-1	35	15	9
O=C(NCCNC(=O)[C@H]1CCCN1)[C@H]1CCCN1	-4	18	28	-9	-2	11
Cc1cc2c(C)nn(Cc3ccc(Cl)cc3)c2c(C#N)c1C	25	3	22	16	-9	19
O=C(Cc1nc2cc(Cl)c(Cl)cc2nc1CC(=O)c1ccncc1)c1ccncc1	5	14	8	-6	-2	3
Cc1ccc(NC(=O)CCC(=O)O)cc1[N+](=O)[O-]	3	-7	32	19	14	19
Cc1cc(C(=O)O)c(C#N)c(Cl)n1	-1	-6	-4	-7	6	-17
O=C(CC(=O)N1N=C(N2c3ccccc3Sc3ccccc32)CC1c1ccccc1)Nc1ccccc1Cl (stereo not given)	1	22	22	12	4	-16
Cc1ccc(S/N=C/c2c(O)ccc3ccccc23)cc1	42	7	29	61	22	57
COc1ccc(C(CC(=O)O)c2ccc(OC)cc2OC)cc1 (stereo not given)	0	-24	1	12	1	7
CN1C(=O)C2(C=CCCC2)c2ccccc21 (stereo not given)	-10	-14	0	-1	-8	-10

Not a retest: entries from further up.
SMILES	rad50	cln2 rad14	bub3	sgs1 mgt1	mec2-1	mlh1 rad18
CCCCCCCCCCCCCCCCCCN1CN(CO)C(=O)N(CO)C1	-2	-10	-5	-4	9	21
O=C(O)[C@@H]1CSC(C(O)C(O)C(O)CO)N1 (stereo not given in full)	3	31	-20	-10	-10	2
N#CC(C#N)=Cn1c(=S)[nH]c2ccccc21	-19	8	-5	-5	-25	-17
CC1C(c2ccccc2O)c2cc3c(cc2OC1N1CCOCC1)OCO3 (stereo not given)	-25	-6	-18	7	-14	-29
O=c1oc2ccc(Cl)cc2c(=O)n1-c1cc(Cl)ccc1[N+](=O)[O-]	-5	-12	0	-7	-21	22
O=C(CCC1CCCCC1)OCCOc1ccccc1	4	-16	-4	11	-12	1

The list continues:
SMILES	rad50	cln2 rad14	bub3	sgs1 mgt1	mec2-1	mlh1 rad18
NC(=O)C(CCCCC(C(N)=O)C(N)=O)C(N)=O	5	0	0	13	6	-6
O=c1oc(-c2ccccc2)c(-c2ccccc2)o1	43	-47	46	22	23	46
CCCCCCC(=O)C(O)C(O)CCCCCCCCC(=O)O (stereo not given)	-16	-11	-16	-8	8	36
CCCCCc1ccc(C(=O)O)cc1	27	-23	-23	14	0	21
CCOCC(=O)N[C@H]1CCc2cc(OC)c(OC)c(OC)c2-c2ccc(OC)c(=O)cc21	9	-3	9	22	-33	4
CC[N+](CC)(CC)CCC[n+]1ccc(/C=N\O)cc1	3	-8	-1	-16	-2	-6
Oc1nc(/N=C2/N=c3ccc(Cl)cc3=N2)[nH]c1O	-17	.	.	.	-38	13
CCOc1ccc(/C=N\NC(=O)c2ccco2)cc1OCC	60	67	93*	48	94*	45
COc1ccc(C2(C#N)CCCC2)cc1	6	-31	1	1	12	9
CCOC(=O)C(=O)Nc1nc2ccc(OC)cc2s1	-40	7	0	-11	-7	9
Clc1cc(Cl)c(SSc2cc(Cl)c(Cl)cc2Cl)cc1Cl	-12	-71	1	-18	1	-23
O=C(O)CCOc1ccc(F)cc1F	2	-52	-31	-6	-12	-2
CCCCC(CC)CO (stereo not given)	-12	-108	-16	-33	-25	-20
O=c1ccc2c(-c3ccccc3O)c3ccc(O)cc3oc-2c1	92*	87*	88*	85*	78*	96*
COc1cc2c(cc1OC)C(=O)/C(=C/c1ccccc1)C2	-16	15	36	-6	-1	10
CS(=O)(=O)c1cc(=O)[nH]c(=O)[nH]1	1	26	-1	18	1	7
O=C(O)c1cc2c(s1)C(=O)c1sccc1C2=O	71*	55	71*	72*	58	93*
CCCCN(C(=O)c1ccccc1)C1CCC(=O)c2[nH]c3ccccc3c21 (stereo not given)	85*	84*	81*	76*	89*	70
COC1(OC)OC(c2ccc([N+](=O)[O-])cc2)=C(c2ccc([N+](=O)[O-])cc2)OC1(OC)OC	56	57	49	38	50	38
Cc1ccccc1N=Cc1ccccc1[N+](=O)[O-]	17	-22	-1	-1	10	8
Cc1[nH]c(=O)c(Br)cc1Br	7	15	4	14	-22	10
CC(C)(C)c1onc2c1C(=O)c1ccccc1-2	-4	-6	26	1	-3	-3
O=C(NCCCCN1CC2CCCC2C1)C(C1CCCCC1)C1CCCCC1 (stereo not given)	67	44	62	77*	5	73*
C=C(C)c1nn(-c2ccccc2)c2c1C(=O)CC(C)O2 (stereo not given)	-12	29	-7	2	-26	8
Clc1ccc(SCCCCCCCCCCSc2ccc(Cl)cc2)cc1	-18	12	17	-13	-11	25
CCCC12C=C(OC)C(=O)C=C1OC(c1cc(OC)c(OC)c(OC)c1)C2C (stereo not given)	-15	-4	-7	-19	-23	-13
Cc1nc2ccccc2nc1C	-15	1	-2	-9	-2	5
O=C(Nc1ccc(Cl)cc1)C(=O)C1=C(O)c2ccccc2OC1	17	11	-5	-12	-6	9
CCCCN(C(=O)NCCC)S(=O)(=O)c1ccc(Cl)cc1	9	8	55	44	16	42
O=C(O)c1ccccc1/C=N\NC1=NCCN1	-45	13	-14	-11	-13	-6
CN(c1ccc(Cl)cc1)S(=O)(=O)c1ccccc1	40	26	52	46	21	39
CC1(CCl)Nc2ccccc2C(=O)N1c1ccc(F)cc1 (stereo not given)	-8	1	15	-1	-22	-3
Cc1cccc(C(=O)C[n+]2ccccc2)c1O	-2	10	-10	-9	-6	-21
O=C(O)CCCc1nc2c(n1Cc1ccccc1)C(=O)c1ccccc1C2=O	22	43	-3	21	12	23
O=C1c2ccccc2C(=O)N1CCCCCCS(=O)(=O)O	7	-30	8	11	1	4
CC1=N/C(=C\c2ccco2)C(=O)O1	-17	4	-13	-18	0	-30
COc1cc2c(c(C)c1O)[C@H]1COc3ccccc3[C@H]1O2	75*	57	84*	90*	78*	66
CCCCCCCCSc1nc(Nc2cc(C(C)(C)C)c(O)c(C(C)(C)C)c2)nc(SCCCCCCCC)n1	42	34	-1	13	2	28
